From PubChem BioAssay
hIAP activ = increases human intestinal alkaline phosphatase activity; activation factor at 10 µM; hit rate 0.16% among 330,000; purified human IAP, CDP-Star luminescence, 30 min; active compounds read high; 1 = vehicle-only enzyme, 0 = enzyme-free background; P09923;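 active = activation factor of the enzyme at least 2-fold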; note: the source names both 10 and 20 µM as test concentration; values of inactives mirror those of a sister screen read the other way
Target sequence (P09923 whole entry, looked up): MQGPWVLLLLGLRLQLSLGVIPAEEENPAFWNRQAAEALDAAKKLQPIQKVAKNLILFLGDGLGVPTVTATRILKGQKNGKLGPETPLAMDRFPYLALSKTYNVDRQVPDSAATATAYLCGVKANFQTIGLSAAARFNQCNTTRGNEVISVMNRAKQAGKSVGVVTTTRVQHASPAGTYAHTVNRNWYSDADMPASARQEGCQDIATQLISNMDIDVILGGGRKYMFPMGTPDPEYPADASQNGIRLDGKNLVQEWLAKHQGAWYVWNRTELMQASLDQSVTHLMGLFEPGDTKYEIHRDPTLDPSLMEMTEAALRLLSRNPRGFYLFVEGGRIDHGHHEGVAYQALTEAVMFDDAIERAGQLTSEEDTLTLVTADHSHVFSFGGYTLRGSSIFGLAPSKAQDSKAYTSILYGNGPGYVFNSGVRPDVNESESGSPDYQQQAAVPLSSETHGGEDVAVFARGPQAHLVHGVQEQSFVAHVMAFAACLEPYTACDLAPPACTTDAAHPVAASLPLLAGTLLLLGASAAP
mIAP block = mouse IAP inhibition. purified mouse IAP, CDP-Star luminescence, 30 min. inhibition, % at 10 µM. hit rate 0.2% among 330,000;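 active = inhibition of at least 40% at 10 µM in the primary screen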;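 note: plate controls were DMSO with enzyme for no effect and no enzyme wells for full effect; values of inactives mirror those of a sister screen read the other way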
beta cell repl = inducers of beta-cell replication in MIN6 cells | MIN6 cells proliferation, ATPlite luminescence, 48 h; cells starved in 0.2% serum; 100% = growth in 10% serum | proliferation, % at 10 µM | hit rate 0.29% among 330,000 | AID 2380;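 active = compounds whose signal lies at least 3.5 SD above the mean of all wells on their plate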;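 note: 0% = DMSO-treated cells in low-serum medium and 100% = 10% serum control; some compounds called inactive have numbers as strong as hits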
NR3A LBD binder = modulators (binders) of human NR3A ligand-binding domain; AID 1259313; Tm shift relative to glycine control, % at 25 µM; hit rate 2.5% among 340,000; NR3A LBD differential scanning fluorimetry, Tm shift; 0% = protein alone, 100% = glycine-bound protein;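 active = melting temperature shift of at least 10% of the positive control shift, at one fixed dose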
hIAP inh = human IAP inhibition; P09923; purified IAP, CDP-Star luminescence, 30 min; inhibition, % at 10 µM; hit rate 0.12% among 330,000; AID 2544;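 active = inhibition reaching a set limit with compound at 10 µM in the primary screen, cut at about 35% in these data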;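 note: plate controls were DMSO wells with enzyme for no effect and no-enzyme buffer wells for full effect; values of inactives mirror those of a sister screen read the other way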
mIAP activ = increases mouse intestinal alkaline phosphatase activity; muIAP, CDP-Star luminescence, 30 min; active compounds read high; 1 = vehicle-only enzyme signal, 0 = enzyme-free wells; activation factor at 10 µM; hit rate 0.24% among 330,000; AID 2805;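 active = activation factor of at least 2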; note: the source names both 10 and 20 µM as test concentration; values of inactives mirror those of a sister screen read the other way
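System: mouse IAP enzyme. Reagent: CDP-Star chemiluminescent phosphatase substrate. Benchmarks: DMSO wells, no-enzyme wells. Times: 30 min enzyme-substrate-compound incubation at room temperature. Detection: luminescence from enzymatic CDP-Star hydrolysis. Doses: test compounds delivered from DMSO solution.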
APOBEC3G inh = blocks human APOBEC3G single-stranded DNA deamination | Q9HC16 | recombinant A3G, ssDNA deamination FAM/TAMRA fluorescence | inhibition, % at 20 µM | hit rate 0.28% among 330,000 | AID 493012;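 active = inhibition of at least 40% at 20 µM, with no more than 30% in the related APOBEC3A deaminase screen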;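 note: plate controls were DMSO wells with A3G for no effect and wells lacking A3G enzyme for full effect; some compounds called inactive have numbers as strong as hits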
Target sequence (Q9HC16 whole entry, looked up): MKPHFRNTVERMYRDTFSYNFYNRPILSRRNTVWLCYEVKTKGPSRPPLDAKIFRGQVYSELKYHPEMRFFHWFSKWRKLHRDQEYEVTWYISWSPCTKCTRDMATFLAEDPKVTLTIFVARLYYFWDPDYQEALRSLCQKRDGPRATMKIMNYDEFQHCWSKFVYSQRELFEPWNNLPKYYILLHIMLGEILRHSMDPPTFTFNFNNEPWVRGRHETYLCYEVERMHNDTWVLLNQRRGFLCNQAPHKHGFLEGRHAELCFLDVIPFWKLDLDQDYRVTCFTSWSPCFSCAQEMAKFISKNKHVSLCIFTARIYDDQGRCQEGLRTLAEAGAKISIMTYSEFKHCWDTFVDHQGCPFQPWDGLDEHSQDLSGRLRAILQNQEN
A3A deaminase = inhibitors of human APOBEC3A DNA deaminase; recombinant A3A, FAM/TAMRA ssDNA deamination fluorescence; inhibition, % at 20 µM; hit rate 0.41% among 330,000; AID 493011;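 active = at least 40% inhibition at 20 µM here, with at most 30% in a related deaminase screen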;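 note: plate controls were A3A with DMSO for no effect and wells lacking A3A enzyme for full effect; some results filed as inactive read as strong as hits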
MPTP block = inhibitors of mitochondrial permeability transition pore; AID 602449; inhibition, % at 10 µM; hit rate 1.4% among 360,000; isolated mouse mitochondria, Ca2+ swelling absorbance, 30 min;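 active = inhibition of 50% or more, scaled per plate between neutral and stimulator controls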;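 note: 0% = DMSO wells given calcium and 100% = 1 mM EGTA wells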
* hit, by the source's call.

#1 COc1ccc2c(c1)-c1c(ssc1=S)C(C)(C)N2C(=O)CSC1=NCCS1
#2 C=CCNC(=O)c1c(C(F)(F)F)nn(C)c1Cl
#3 CCN(CC)S(=O)(=O)c1ccc(C(=O)NCCCN=C2NS(=O)(=O)c3ccccc32)cc1
#4 CC1CCN(S(=O)(=O)c2ccc3c(c2)NC(=O)CS3)CC1
#5 CCn1c(SCC(=O)N(C)C2CCCCC2)nc2cc(S(N)(=O)=O)ccc21
#6 CC(=O)c1c(C)[nH]c(C(=O)Nc2c(C)n(C)n(-c3ccccc3)c2=O)c1C
#7 Cc1ccc(C(=O)N/C(=C/c2ccc(N(C)C)cc2)C(=O)NCC2CCCO2)cc1 (centres undefined)
#8 CCOC(=O)C1C2C=CC3(CN(Cc4ccco4)C(=O)C13)O2 (centres undefined)

| assay / compound | 1 | 2 | 3 | 4 | 5 | 6 | 7 | 8 |
| --- | --- | --- | --- | --- | --- | --- | --- | --- |
| hIAP activ | 1.09 | 0.909 | 0.999 | 1.09 | 0.95 | 0.907 | 1.08 | 0.882 |
| mIAP block | 15.5 | 4.1 | 6.1 | 1.8 | 4.7 | 8.8 | -3.2 | 5.9 |
| beta cell repl | -5.1 | -2.4 | 0.9 | -1.2 | 2.5 | 5.3 | 2.1 | -0.1 |
| NR3A LBD binder | -1.4 | 1.1 | 2.3 | -3.8 | 0.3 | -1.0 | 0.0 | 1.3 |
| hIAP inh | -9.1 | 9.1 | 0.1 | -8.7 | 5.0 | 9.3 | -7.6 | 11.8 |
| mIAP activ | 0.845 | 0.959 | 0.939 | 0.982 | 0.953 | 0.912 | 1.03 | 0.941 |
| APOBEC3G inh | -5.2 | -5.0 | -1.8 | -5.6 | 3.0 | 1.1 | -3.0 | -1.7 |
| A3A deaminase | -2.5 | -3.3 | 1.2 | -2.4 | 4.2 | -0.1 | -1.3 | -1.7 |
| MPTP block | -0.8 | -2.5 | -1.4 | 0.0 | -1.7 | 0.2 | 0.8 | -0.8 |

Quoted at random: 3 compounds from above.
#8 CCOC(=O)C1C2C=CC3(CN(Cc4ccco4)C(=O)C13)O2 (centres undefined)
#4 CC1CCN(S(=O)(=O)c2ccc3c(c2)NC(=O)CS3)CC1
#7 Cc1ccc(C(=O)N/C(=C/c2ccc(N(C)C)cc2)C(=O)NCC2CCCO2)cc1 (centres undefined)

| assay / compound | 8 | 4 | 7 |
| --- | --- | --- | --- |
| hIAP activ | 0.882 | 1.09 | 1.08 |
| mIAP block | 5.9 | 1.8 | -3.2 |
| beta cell repl | -0.1 | -1.2 | 2.1 |
| NR3A LBD binder | 1.3 | -3.8 | 0.0 |
| hIAP inh | 11.8 | -8.7 | -7.6 |
| mIAP activ | 0.941 | 0.982 | 1.03 |
| APOBEC3G inh | -1.7 | -5.6 | -3.0 |
| A3A deaminase | -1.7 | -2.4 | -1.3 |
| MPTP block | -0.8 | 0.0 | 0.8 |

(next part)
#9 C[C@@H]1C(=O)O[C@@H]2CC34[C@H]5C[C@@H](C(C)(C)C)C36[C@H](OC(=O)[C@@H]6O)OC4(C(=O)O5)[C@@]12O (some centres undefined)
#10 Cc1nccn1S(=O)(=O)c1cc([N+](=O)[O-])ccc1Cl
#11 Cc1ccc(C(=O)NCCCN2CCOCC2)o1
#12 COc1ccc(OCC(=O)Nc2ccc(NC(=O)c3cccs3)cc2)cc1
#13 CC(=O)Nc1ccc(S(=O)(=O)Nc2nccs2)cc1
#14 O=C1Nc2ccccc2/C1=C\c1cccn1-c1ccc(OC(F)(F)F)cc1
#15 O=c1nccc(SCc2ccc(Cl)cc2Cl)[nH]1
#16 Cc1ccc(S(=O)(=O)NC2=NCN(CC(=O)O)CN2)cc1

| assay / compound | 9 | 10 | 11 | 12 | 13 | 14 | 15 | 16 |
| --- | --- | --- | --- | --- | --- | --- | --- | --- |
| hIAP activ | 0.828 | 0.887 | 0.945 | 0.973 | 0.931 | 0.97 | 1.04 | 0.924 |
| mIAP block | 5.9 | -5.5 | 9.0 | 5.5 | 5.6 | 19.6 | 17.4 | 1.9 |
| beta cell repl | -1.1 | -3.9 | -2.5 | 0.9 | 0.3 | -5.7 | -6.0 | 0.4 |
| NR3A LBD binder | 0.6 | -2.2 | 2.2 | 32.3* | -2.6 | -1.6 | 1.8 | -0.1 |
| hIAP inh | 17.2 | 11.3 | 5.5 | 2.7 | 6.9 | 3.0 | -4.1 | 7.6 |
| mIAP activ | 0.941 | 1.05 | 0.91 | 0.945 | 0.944 | 0.804 | 0.826 | 0.981 |
| APOBEC3G inh | -7.3 | -7.6 | -10.3 | -3.8 | -2.6 | 1.2 | -7.5 | -10.8 |
| A3A deaminase | -2.4 | -2.7 | -0.6 | -0.2 | -0.8 | 1.3 | -2.3 | -7.6 |
| MPTP block | -1.2 | -3.8 | 2.7 | -1.2 | -0.1 | 18.3 | -0.5 | -0.4 |

The closing 4 entries of the part before come first, to join the parts.
#13 CC(=O)Nc1ccc(S(=O)(=O)Nc2nccs2)cc1
#14 O=C1Nc2ccccc2/C1=C\c1cccn1-c1ccc(OC(F)(F)F)cc1
#15 O=c1nccc(SCc2ccc(Cl)cc2Cl)[nH]1
#16 Cc1ccc(S(=O)(=O)NC2=NCN(CC(=O)O)CN2)cc1
#17 O=C(COC(=O)c1cnccn1)c1ccc(Br)cc1
#18 CC(C)(O[C@@H]1O[C@H](CO)[C@@H](O)[C@H](O)[C@H]1O)[C@@H]1CC=C(C(=O)O)CC1
#19 COc1ccc(-c2nn(C)c(=O)c3ccccc23)cc1CNC(=O)C1CCCCC1
#20 CCn1nnc(-c2ccccc2NC(=O)c2cc(OC)c(OC)c(OC)c2)n1
#21 CCOc1ccc2cc(S(=O)(=O)N3CCOCC3)ccc2c1
#22 COc1ccc(OC)c(C2C(C(C)=O)=C(O)C(=O)N2c2ccc(F)cc2)c1 (centres undefined)
#23 Brc1ccc(CSc2nnc3ccccn23)cc1
#24 O=C(CCS(=O)(=O)c1ccccc1)OCC(=O)N1CCN(S(=O)(=O)c2ccc(Cl)cc2)CC1

| assay / compound | 13 | 14 | 15 | 16 | 17 | 18 | 19 | 20 | 21 | 22 | 23 | 24 |
| --- | --- | --- | --- | --- | --- | --- | --- | --- | --- | --- | --- | --- |
| hIAP activ | 0.931 | 0.97 | 1.04 | 0.924 | 1.06 | 1.06 | 1.06 | 0.909 | 0.997 | 1.25 | 1.04 | 0.891 |
| mIAP block | 5.6 | 19.6 | 17.4 | 1.9 | -2.4 | 6.8 | 0.4 | -2.0 | 2.4 | -11.6 | 6.2 | 3.6 |
| beta cell repl | 0.3 | -5.7 | -6.0 | 0.4 | -3.2 | -0.2 | -1.4 | 0.3 | -1.4 | 2.7 | 1.1 | -0.3 |
| NR3A LBD binder | -2.6 | -1.6 | 1.8 | -0.1 | 1.7 | -1.3 | -2.3 | -0.6 | 2.4 | 1.7 | 1.1 | 0.8 |
| hIAP inh | 6.9 | 3.0 | -4.1 | 7.6 | -6.0 | -6.2 | -6.3 | 9.1 | 0.3 | -24.8 | -4.5 | 10.9 |
| mIAP activ | 0.944 | 0.804 | 0.826 | 0.981 | 1.02 | 0.932 | 0.996 | 1.02 | 0.976 | 1.12 | 0.938 | 0.964 |
| APOBEC3G inh | -2.6 | 1.2 | -7.5 | -10.8 | -10.9 | -10.8 | -6.1 | -3.1 | -3.8 | 1.3 | -7.9 | -4.9 |
| A3A deaminase | -0.8 | 1.3 | -2.3 | -7.6 | -1.4 | -4.6 | -0.8 | -1.8 | -1.9 | -0.8 | 0.1 | -0.6 |
| MPTP block | -0.1 | 18.3 | -0.5 | -0.4 | 0.3 | -0.6 | 14.2 | 0.7 | 1.2 | 0.2 | -0.4 | 0.4 |

#25 O=S(=O)(c1cccc(-c2csc(-c3cccnc3)n2)c1)N1CCCCC1
#26 Cc1nnc(NCCO)c2ccccc12
#27 CS(=O)(=O)N(Cc1ccc(C(=O)Nc2ccccc2Sc2ccccc2)cc1)c1ccccc1
#28 CC1CCCC(NC(=O)Cn2cc(C(F)(F)F)cc(Cl)c2=O)C1C (centres undefined)
#29 O=Cc1cc2ccccc2nc1SCc1ccc(Cl)c(Cl)c1
#30 CCOC(=O)C1CCN(Cc2c(O)c3ccccc3oc2=O)CC1
#31 Cc1ccc(-c2nnn(CC(=O)N(CC(=O)NC3CCCCC3)c3cccc(F)c3)n2)o1
#32 CCOc1ccc(C(=O)NCC(=O)N2CCN(c3ccc(C(F)(F)F)cn3)CC2)cc1

| assay / compound | 25 | 26 | 27 | 28 | 29 | 30 | 31 | 32 |
| --- | --- | --- | --- | --- | --- | --- | --- | --- |
| hIAP activ | 0.695 | 0.992 | 0.918 | 1.2 | 0.971 | 0.956 | 1.1 | 0.898 |
| mIAP block | 6.6 | -2.8 | 5.4 | -9.0 | 1.1 | 7.7 | -7.5 | 9.1 |
| beta cell repl | -0.8 | -2.3 | -4.4 | 1.2 | -4.2 | -0.9 | -0.2 | -3.6 |
| NR3A LBD binder | -13.4 | 0.1 | -5.7 | 1.1 | -2.5 | -28.3 | -1.2 | 2.3 |
| hIAP inh | 30.5 | 0.8 | 8.2 | -19.8 | 2.9 | 4.4 | -9.7 | 10.2 |
| mIAP activ | 0.934 | 1.03 | 0.946 | 1.09 | 0.989 | 0.923 | 1.07 | 0.909 |
| APOBEC3G inh | -6.7 | -3.0 | -1.0 | -6.0 | -8.9 | -6.0 | -9.9 | -0.5 |
| A3A deaminase | -2.5 | 3.7 | 1.0 | -2.1 | -5.3 | -2.2 | -5.9 | 3.0 |
| MPTP block | 0.1 | 0.2 | 3.9 | 1.0 | -1.0 | 20.3 | -2.8 | -0.3 |

Marked active in NR3A LBD binder, of those listed so far:
| item | SMILES | hIAP activ | mIAP block | NR3A LBD binder | hIAP inh | mIAP activ | APOBEC3G inh | A3A deaminase | MPTP block |
| --- | --- | --- | --- | --- | --- | --- | --- | --- | --- |
| 12 | COc1ccc(OCC(=O)Nc2ccc(NC(=O)c3cccs3)cc2)cc1 | 0.973 | 5.5 | 32.3* | 2.7 | 0.945 | -3.8 | -0.2 | -1.2 |
